CRFBP-R2 agonist: CRF-BP/CRF-R2 complex agonism; activation, % at 13.2 µM; HEK293 CRF-R2/CRF-BP, calcium dye fluorescence (FLIPR); percent of saturating CRF peptide response; 0.46% of 350,000 active;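 active means activation of at least 50%, plus an integration ratio under a set limit after plate pattern correction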;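 further: plate controls were neutral control wells without compound for no effect and CRF at EC100 for full effect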
CRFR2-BP antag: blocks CRF-induced signaling of the CRF-BP/CRF-R2 complex | inhibition, % at 11.8 µM | 0.59% of 350,000 active | HEK293 CRF-R2/CRF-BP, CRF-induced calcium fluorescence | AID 588475;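 active means inhibition of the ligand-induced calcium signal above about 50% at the single tested concentration, limit read from the data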
* hit, by the source's call; + = active, no number.

SMILES	CRFBP-R2 agonist	CRFR2-BP antag
CC(C)CC1c2[nH]c3ccccc3c2CCN1C(=O)c1cnccn1 (configuration not stated)	3.4	-31
CCC(Sc1nc(N)cc(=O)[nH]1)C(=O)NC(C(=O)OC)c1ccccc1 (configuration not stated)	-2.5	6
Cc1ccc(S(=O)(=O)NCC(=O)OCN2C(=O)c3ccccc3C2=O)cc1	-1.9	12
Cc1ccc(S(=O)(=O)Nc2csc(C)c2C(=O)O)cc1	-1.5	16
CC1=NN(c2nc(-c3ccc(C#N)cc3)cs2)C(=O)C1	0.5	-16
Cc1cc(C2(c3cc(C)c(NC(=O)CN4CCOCC4)c(C)c3)CCCCC2)cc(C)c1NC(=O)CN1CCOCC1	-2.5	18
O=C(NCCCNC(=O)NC1CCCCC1)NC1CCCCC1	-1.9	-6
CCC1CCCCN1Cc1cc(OC)c(O)c([N+](=O)[O-])c1 (configuration not stated)	-0.3	-11
Cc1cc(=S)c2cccc(C)c2[nH]1	-0.8	-5
COc1ccc(C(=O)NNC(=S)NC(=O)c2ccc(Cl)cc2)cc1	117*	2
COc1ccc(-c2cc(C(=O)O)c3c(C)nn(-c4ccccn4)c3n2)cc1	-0.1	14
CCOC(=O)C1CCN(S(=O)(=O)c2ccc(-c3nc4ccccc4s3)s2)CC1	1.5	7
O=C1c2ccccc2C(O)(Cc2ccccc2)N1C1CCCCC1 (configuration not stated)	-0.4	-14
COc1cc(NC(=O)CSCC(=O)Nc2cc(OC)cc(OC)c2)cc(OC)c1	-2.2	-21
COC(=O)CNC(=O)c1cc(-c2ccncc2)nc2ccc(C)cc12	-2.1	3

Five compounds already listed, ordered by their value in CRFR2-BP antag, low to high.
SMILES	CRFBP-R2 agonist	CRFR2-BP antag
CC(C)CC1c2[nH]c3ccccc3c2CCN1C(=O)c1cnccn1 (configuration not stated)	3.4	-31
O=C(NCCCNC(=O)NC1CCCCC1)NC1CCCCC1	-1.9	-6
Cc1ccc(S(=O)(=O)NCC(=O)OCN2C(=O)c3ccccc3C2=O)cc1	-1.9	12
COc1ccc(-c2cc(C(=O)O)c3c(C)nn(-c4ccccn4)c3n2)cc1	-0.1	14
Cc1ccc(S(=O)(=O)Nc2csc(C)c2C(=O)O)cc1	-1.5	16

One compound at a time, as listed above:
`CC1=NN(c2nc(-c3ccc(C#N)cc3)cs2)C(=O)C1` in the list: CRFBP-R2 agonist: 0.5; CRFR2-BP antag: -16
`COc1cc(NC(=O)CSCC(=O)Nc2cc(OC)cc(OC)c2)cc(OC)c1` in the list: CRFBP-R2 agonist: -2.2; CRFR2-BP antag: -21

Other structures.
SMILES	CRFBP-R2 agonist	CRFR2-BP antag
COC(=O)c1ccc(C23CC4(C2)[C@H](CN(Cc2ccc(C(F)(F)F)cc2)[C@@H]4c2ccccc2)C3c2ccc(Cl)nc2)cc1 (some centres not stated)	2.5	-9
COc1ccc(Cc2nc3ccc(S(N)(=O)=O)cc3[nH]2)cc1OC	-1.1	4
COc1ccc2[nH]c(C(=O)NCCN3CCCCC3)cc2c1	0.8	-5
CN(C)c1ccc(-c2nn3c(-c4cccnc4)nnc3s2)cc1	0.8	2
COc1ccc(C2c3c(oc4ccccc4c3=O)C(=O)N2CCCN2CCOCC2)cc1 (configuration not stated)	-0.4	39
Cc1ccc(CNC(=O)CCC2CCCN(Cc3ccc4cccc(F)c4n3)C2)o1 (configuration not stated)	1.0	2
O=C(O)c1ccc2c3c(ncnc13)-c1ccccc1C2=O	7.7	7
COC(=O)c1ccc(C23CC4(C2)[C@H](CN(CC2CCCCC2)[C@@H]4c2ccccc2)C3c2ccc(C(F)(F)F)cc2)cc1 (some centres not stated)	7.9	-4
C[C@@H](O)[C@@H]1NC(=O)c2cc([N+](=O)[O-])cc(I)c2NCC[C@@H](C(N)=O)NC(=O)CNC1=O	-0.4	0
COc1ccc(-c2ccccc2)c2oc(-c3ccco3)cc(=O)c12	-1.8	0
S=C(Nc1ccccc1)N1CCC(C2CCN(C(=S)Nc3ccccc3)CC2)CC1	0.6	-8
Cc1ccc(C(=O)NCCc2ccccn2)cc1S(=O)(=O)N1CCOCC1	1.4	-1
COC(=O)[C@@]1(Cc2ccc(F)cc2)[C@H]2c3cc(C(=O)N(C)C)n(Cc4nc5ccccc5[nH]4)c3C[C@H]2CN1C(=O)c1ccccc1	1.1	-2
COc1cc(CN2CCN(c3ccc(C)cc3)CC2)cc([N+](=O)[O-])c1O	-3.9	34
COc1cccc(-n2c(SCC(=O)NCCC3=CCCCC3)nc3n[nH]c(C)c3c2=N)c1	-1.0	14
Cc1nn2c(-c3cccc(NC(=O)CN4CCOCC4)c3)nnc2c2ccccc12	-2.2	6
O=C1c2ccccc2S(=O)(=O)c2cc(N3CCC(C(=O)N4CCCCC4)CC3)ccc21	36	-23
CC1(C)C2CC[C@]3(C)C(CC=C4[C@@H]5C[C@@](C)(CO)[C@@H]6C[C@@]5(CC[C@]43C)C(=O)O6)[C@@]2(C)CC[C@@H]1O (some centres not stated)	-1.6	-13
Cc1ccc(Cc2c(C)nc3nc(SCC(=O)NCCCN4CCCCCC4)nn3c2C)cc1	-0.1	10
COc1cccc(-c2nc(-c3ccccn3)no2)c1	-0.7	-12
CCC(C)[C@@H](N)C(=O)N/N=C/c1cccc2nccnc12 (some centres not stated)	0.6	-21
CC1C(=O)N(Cc2ccc([N+](=O)[O-])cc2)c2ccccc2N1C(=O)C1CC1 (configuration not stated)	0.9	22
CC1(C)COCN1S(=O)(=O)c1ccc(C(=O)Nc2nnc(-c3ccc(Cl)s3)o2)cc1	90*	22
CCCCNC(=O)c1nn2cc(Br)cnc2c1Br	-3.4	9
CC1CN(C(=O)c2ccncc2)CC(C)O1 (configuration not stated)	8.4	-6
CSc1c(C#N)c(N)nc2sc(C(=O)c3ccc(Cl)c(Cl)c3)c(N)c12	8.1	9
O=c1cc(COc2ccccc2[N+](=O)[O-])nc2sccn12	-1.0	-3
OC(c1nc2ccccc2[nH]1)C(O)C(O)C(O)c1nc2ccccc2[nH]1 (configuration not stated)	-1.4	-3
COC(=O)CCCCCN1C(=O)NC(c2ccc(-c3ccccc3)cc2)C(C(=O)OCc2ccccc2)=C1C (configuration not stated)	2.5	0
CCc1ccc2nc(NC(=O)c3ccc4c(=O)[nH]c(CN5CCOCC5)nc4c3)sc2c1	3.5	9
O=C1c2ccccc2C(=O)N1CCCc1nc2ccccc2c(=O)n1-c1cccnc1	-0.1	-12
COc1ccc(C(C)=O)cc1CSc1nnc(SCc2cc(C(C)=O)ccc2OC)s1	0.0	25
CSc1nc(SCC(=O)NCC2CCCO2)c2c3c(sc2n1)CN(C)CC3 (configuration not stated)	0.6	10
O=c1c2ccccc2nnn1CSc1nc2cc(Cl)ccc2c(=O)n1Cc1ccco1	3.1	3
Oc1c(Br)cc(/C=N/Nc2nncc3ccccc23)cc1Br	0.6	11
CCn1cc(C(=O)NCc2cccs2)c(=O)c2cc(S(=O)(=O)N3CCOCC3)ccc21	-9.0	-1
Cc1ccc(S(=O)(=O)N(C)c2ccc(OCC(=O)Nc3cc(C(=O)O)ccc3Cl)cc2)cc1	0.9	5
Cc1ccc2c(CN3CCOCC3)cc(=O)oc2c1	1.4	1
COC(=O)[C@@]1(Cc2ccc(OC)cc2)[C@H]2c3cc(C(=O)N4CCCC4)n(Cc4c(CO)[nH]cc(C)c4=O)c3C[C@H]2CN1C(=O)c1ccccc1	45	-17
CCOC(=O)c1sc(NCCNc2nc(C)c(C(=O)OCC)s2)nc1C	0.3	4
COc1ccc(C2C(C(=O)NCCN3CCOCC3)c3ccccc3C(=O)N2C2CCCCC2)cc1 (configuration not stated)	-0.8	2
Cc1ccc(-n2c(C)cc(/C=c3/sc4nc5ccccc5n4c3=O)c2C)cc1	3.0	-9
CC(=O)NC(CC(C)C)C(=O)NC(Cc1ccccc1)C(N)=O (configuration not stated)	-1.0	1
CC1=C(C)SC(=C(C#N)c2nnc(N3CCOCC3)n2-c2ccccc2)S1	-0.5	16
CC[C@H](C)[C@@H]1NC(=O)c2cc([N+](=O)[O-])cc(I)c2SC[C@@H](C(N)=O)NC(=O)[C@H](CCCCN)NC1=O	3.5	3

Pulled by structure from the entries so far, three records:
SMILES	CRFBP-R2 agonist	CRFR2-BP antag
O=C1c2ccccc2C(=O)N1CCCc1nc2ccccc2c(=O)n1-c1cccnc1	-0.1	-12
Cc1ccc(S(=O)(=O)N(C)c2ccc(OCC(=O)Nc3cc(C(=O)O)ccc3Cl)cc2)cc1	0.9	5
Cc1ccc(-n2c(C)cc(/C=c3/sc4nc5ccccc5n4c3=O)c2C)cc1	3.0	-9

Further structures:
SMILES	CRFBP-R2 agonist	CRFR2-BP antag
C#CCOCCOCCOCCNc1nc(N2CCN(C(=O)C(Cc3cc4ccccc4[nH]3)n3cc(C(N)Cc4ccc(O)cc4)nn3)CC2)nc(N2CCN(C(=O)C(Cc3cc4ccccc4[nH]3)n3cc(C(N)Cc4ccc(O)cc4)nn3)CC2)n1 (configuration not stated)	-2.0	3
C/C(=N\O)c1ccc(Cl)c(Cl)c1	1.6	16
C#CCOCCOCCOCCNc1nc(N2CCN(C(=O)[C@H](CCC(=O)O)n3cc(C(N)CC(C)C)nn3)CC2)nc(N2CCN(C(=O)[C@H](Cc3cc4ccccc4[nH]3)n3cc(C(N)[C@H](C)CC)nn3)CC2)n1 (some centres not stated)	-0.8	-6
COc1ccc(-c2csc(NC(=S)NC(=O)/C=C/c3ccccc3)n2)cc1Br	-0.2	7
CC(=O)Nc1ccc(NC2=C(Cl)C(=O)c3ccccc3C2=O)cc1	-2.8	+
CCN1C(=NCc2ccc(OC)cc2)N[C@@H](CCc2ccccc2)[C@H](C(=O)NCc2ccc(OC)cc2)[C@H]1C	1.2	-8
CC(C)(C)NS(=O)(=O)c1cccc2nsnc12	-0.3	-24
COc1ccc(-c2cn(Cc3ccc(C(=O)c4ccccc4)cc3)nn2)cc1	4.4	35
CC(C)(C)OC(=O)CNC(=O)c1[nH]cnc1C(=O)NC1CCN(C(=O)OC(C)(C)C)CC1	-1.2	-4
Cc1ccc(C(=O)C2=C(O)C(=O)N(c3ncccn3)C2c2ccc(Br)cc2)o1 (configuration not stated)	-1.0	12
Cn1c(=O)c2c(SCC(=O)NCCc3ccccc3)nc(C3CC3)nc2n(C)c1=O	-1.7	2
CS(=O)(=O)c1ccc2nc(NC(=O)c3ccc(N4C(=O)CCC4=O)cc3)sc2c1	3.8	27
CCOC(=O)c1ccccc1NC(=O)Cn1cnc2c(cnn2-c2ccc(OC)cc2)c1=O	-0.1	16
COc1ccc(C2NC(C(=O)O)CS2)cc1COCC(F)(F)F (configuration not stated)	0.3	7
CCOC(=O)N1CCC(NC(=O)c2cnn3c(C(F)(F)F)cc(-c4cccc(OC)c4)nc23)CC1	-4.8	3
C(=C\c1ccccc1)/C=N/Nc1ccc2nncn2n1	1.1	-2
COC(=O)C1CC(O)CN1C(=O)NC1CCCCC1 (configuration not stated)	-0.5	22
O=C1c2nc3cc(-c4ccccc4)[nH]n3c(=O)c2CN1Cc1ccccc1	-1.3	-3
Cc1ccc(Nc2ccc(C(=O)O)cc2N)cc1	-3.9	56*
CC1(C)C(C=C(Cl)Cl)C1C(=O)Nc1ccc([N+](=O)[O-])cc1 (configuration not stated)	7.0	-42
COc1ccc(C2=NN(c3ccc(C=O)cc3)C(c3ccccc3)C2)cc1 (configuration not stated)	0.9	-8
CS(=O)(=O)c1ccccc1-c1csc(N2CCC(C(N)=O)CC2)n1	-0.7	-9
COc1ccc(CS(=O)/C(Cl)=C(/Cl)C(=O)Nc2ccc(OC)nc2)cc1 (configuration not stated)	26	-18
COc1ccc(OC)c2c1C(=O)c1ccccc1C2=O	15	35
CN(C)C(=O)OCc1c(-c2ccccc2)ncc2ccccc12	-2.4	2
COc1cc2c(=O)n(Cc3ccco3)c(=O)n(CC(=O)c3cccc(Br)c3)c2cc1OC	2.9	3
Clc1ccc(C2[C@H]3CN(Cc4ccc(-c5ccccc5)cc4)[C@H](c4ccccc4)C34CC2(c2ccccc2)C4)cn1 (some centres not stated)	1.9	-8
CCSc1nnc(NC(=O)CSc2nccn2-c2cccc(C)c2C)s1	-2.0	12
Cc1cccc(NC(=O)CN2C(=O)S/C(=C\c3ccc(-c4cccc(C(=O)O)c4C)o3)C2=O)c1	6.3	-23
O=C(Cn1nnc(-c2ccc(N3CCOCC3)cc2)n1)N1CCOCC1	-0.5	11
O=C(Oc1ccccc1)c1cccc2cccc(C(=O)Oc3ccccc3)c12	14	-22
O=C1CNC(=O)N1Cc1ccc(Br)cc1	-1.2	-40
O=C(NCc1ccccc1)C1=C[C@@H](c2csc3ccccc23)C[C@@H](OCCCCO)O1	-0.7	-4
CCS(=O)(=O)Nc1cccc(C(=O)O)c1	-1.4	14
O=C1c2cccc(O)c2C(=O)c2c(O)cc(CO)cc21	9.6	-8
COc1cc(SC)ccc1C(=O)Nc1ccc(C)cc1C	0.7	-28
CC(=O)Nc1ccc(N=Cc2c(O)c(C(=O)Nc3ccccc3)cc3ccccc23)cc1	115*	-88
O=C(Nc1cc(S(=O)(=O)N2CCOCC2)ccc1N1CCCC1)c1ccccc1C(F)(F)F	-0.2	-3
NC(C(=O)O)C(c1ccccc1)C(F)F (configuration not stated)	-0.1	0
COC(=O)c1ccc(-c2sc3nc(N4CCOCC4)c4c(c3c2N)CCCC4)o1	40	-110
C#CCOCCOCCOCCNc1nc(N2CCN(C(=O)[C@H]([C@@H](C)CC)n3cc([C@@H](N)CC(C)C)nn3)CC2)nc(N2CCN(C(=O)[C@H](CCCCN)n3cc([C@@H](N)CC(C)C)nn3)CC2)n1	-1.8	20

Not all compounds are listed; rates above refer to the full screens.
